Assay outcomes: PubChem BioAssay, several laboratories
IMP-1 inhibitor – inhibitors of Pseudomonas aeruginosa IMP-1 metallo-beta-lactamase | inhibition, % at 5.6 µM | 0.45% of 290,000 active | purified IMP-1, nitrocefin hydrolysis, epi-absorbance fluorescence;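 active means inhibition above the mean plus 3 SD of all compounds in the same screening run, cut at about 4.5% in these data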;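 further: 0% = IMP-1 with DMSO and 100% = DMSO wells lacking enzyme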
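System – purified recombinant IMP-1 beta-lactamase · Input – IMP-1 dispensed at 0.2 nM · Timing – 15 min preincubation plus 25 min reaction at 25 °C · Signal – Epi-absorbance fluorescence, 480 nm excitation, 530 nm emission · Measure – percent IMP-1 inhibition derived from blank-referenced optical density · Controls – Enzyme-plus-DMSO low control, enzyme-free DMSO high control · Replication – singlicate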
MEKK2 WT-MEK5 – raises or lowers MEK5 binding to wildtype human MEKK2 PB1 domain. Q9Y2U5. bead flow cytometry, Alexa488-MEK5 binding to MEKK2 WT; actives lie on both sides. binding response (% of control), % at 10 µM. 1.1% of 290,000 active; in the data active means binding response below about 67% or above about 130%
DNA FID counter – displaces DNA intercalator in HCV helicase counter-screen; DNA fluorescent intercalator displacement, fluorescence; inhibition, % at 7.9 µM; 0.17% of 290,000 active; AID 1845; in the data active means inhibition above about 37%;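 further: 0% = vehicle and 100% = reference compound; higher means more ethidium bromide displaced from hairpin DNA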
PfM18AAP inh – blocks P. falciparum M18 aspartyl aminopeptidase; 1.2% of 290,000 active; inhibition, % at 7.35 µM; AID 1822; recombinant PfM18AAP, H-Glu-NHMec fluorogenic cleavage;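 active means inhibition above the campaign mean inhibition over all tested compounds plus 3 SD, cut at about 28% in these data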;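 further: 0% = plate median of test compound wells and 100% = 2 mM ZnCl2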
MEKK2mut PB1 HTS – signal of MEK5 binding to mutant human MEKK2 PB1 domain; bead flow cytometry, Alexa488-MEK5 binding to MEKK2 mutant; percent response, % at 10 µM; 0.35% of 290,000 active; in the data active means percent response above about 24%, passing the limit was not always enough; further: inactives centre near 1; some results filed as inactive read as strong as hits
VIM-2 inhibitor – inhibitors of Pseudomonas aeruginosa VIM-2 metallo-beta-lactamase | purified VIM-2, nitrocefin hydrolysis, epi-absorbance fluorescence | inhibition, % at 5.6 µM | 0.89% of 290,000 active | AID 1527;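 active means inhibition above the mean of all tested compounds plus 3 SD, cutoff set per screening run, cut at about 7.5% in these data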;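 further: red hydrolysis product quenches plate fluorescence so inhibitors raise well fluorescence; 0% = enzyme with DMSO and 100% = DMSO without enzyme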
UBC9 SUMO inh – blocks human SUMOylation mediated by UBC9 | HTRF SUMOylation assay, SAE1/SAE2 + UBC9, in vitro | inhibition, % at 35 µM | 0.36% of 290,000 active; in the data active means inhibition above about 50%, passing the limit was not always enough; further: strong numbers were not always called active
Target sequence (P63279 whole entry, looked up): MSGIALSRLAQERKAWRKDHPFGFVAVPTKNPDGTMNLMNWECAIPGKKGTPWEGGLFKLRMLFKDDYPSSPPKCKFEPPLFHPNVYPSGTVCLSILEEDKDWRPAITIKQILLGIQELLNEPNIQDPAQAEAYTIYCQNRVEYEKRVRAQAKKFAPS
NALP1 yeast inh – NALP1 inhibition; inhibition, % at 10 µM; S. cerevisiae NALP1/ASC/caspase-1 growth, X-gal OD620, 72 h; 0.61% of 280,000 active; in the data active means inhibition mostly above about 24%, no sharp cut-off; inactive means mostly below about 32%; further: some compounds called inactive have numbers as strong as hits
NS3 helicase inh – inhibitors of Hepatitis C virus NS3 helicase. 0.56% of 290,000 active. inhibition, % at 10.9 µM. NS3 helicase DNA unwinding, Cy5 molecular beacon fluorescence;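 active means inhibition above the mean of all tested compounds plus 3 SD, set per campaign, cut at about 35% in these data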;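 further: 0% = DMSO wells and 100% = thioflavine S control wells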
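System: NS3 helicase fragment of HCV / Schedule: 1 h at 25 °C / Control set: DMSO alone as 0% and 110 µM thioflavine S as 100% / Reagent: Cy5/quencher beacon DNA duplex and ATP to start / Technique: Cy5 fluorescence / Replication: singlicate / Evaluation: % inhibition of end-to-start signal ratio versus controls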
Starred values were filed as active, the others as inactive; . = no result given.

Second line of a record: IMP-1 inhibitor	MEKK2 WT-MEK5	DNA FID counter	PfM18AAP inh	MEKK2mut PB1 HTS	VIM-2 inhibitor	UBC9 SUMO inh	NALP1 yeast inh	NS3 helicase inh
1	Cc1ccccc1Nc1nc(Nc2ccccc2C)nc(SC2=NCCS2)n1
  -5.4	100.0	-9.4	1.5	3.0	-2.9	5.3	-6.6	-14.1
2	Cc1ccc(S(=O)(=O)Nc2cccc(-c3ccc(N4CCCCCC4)nn3)c2)cc1
  -2.5	97.0	-18.7	1.7	-1.0	-1.6	-7.8	16.5	-11.2
3	CC1(CCc2ccccc2)NC(=O)N(CC(=O)Nc2ccccc2)C1=O (stereo not drawn)
  -2.5	104.0	-8.6	-3.3	-1.0	-2.1	29.0	.	-0.5
4	O=C1c2ccccc2NC(c2cccc(Cl)c2)N1N=C1CCCCCC1 (stereo not drawn)
  -1.1	101.0	2.1	-12.4	-2.0	-0.2	11.3	8.8	7.0
5	CCCCC(=O)Nc1nnc(C2=COCCO2)o1
  -3.6	97.0	0.5	-0.8	-3.0	-1.3	8.8	-15.6	-3.4
6	O=C(Nc1ccc2oc(=O)ccc2c1)c1cccnc1
  -0.3	100.0	0.5	-12.7	1.0	-1.2	9.8	17.8	0.3
7	O=C(NC1CC1)C1=NOC(CNc2ncc(C(F)(F)F)cc2Cl)C1 (stereo not drawn)
  -2.3	97.0	-3.1	-6.4	5.0	-3.7	-4.1	1.3	-9.9
8	CCOCCCNC(=O)c1ccc(-n2c(=S)[nH]c3ccccc3c2=O)cc1
  -3.1	96.0	-12.8	-0.7	-3.0	-5.1	-15.1	-14.6	1.6
9	CCOC(=O)c1c(C)[nH]c(C(=O)N/N=C/c2cccc(OC)c2)c1C
  -3.1	112.0	-16.4	-14.0	25.0	-3.1	-4.4	23.2	-11.3
10	O=[N+]([O-])c1ccccc1S(=O)(=O)NCc1cccnc1
  -0.1	84.0	9.8	-1.2	-13.0	-1.2	5.7	12.2	3.0
11	COc1ccc(NS(=O)(=O)c2cc(NC(=O)c3ccncc3)ccc2N2CCOCC2)cc1
  -3.1	102.0	-15.5	-7.0	2.0	-0.3	12.1	13.5	-1.4
12	O=C(CS(=O)(=O)Cc1ccccc1)Nc1ccccc1Cl
  -1.5	92.0	-3.7	-10.6	-4.0	-2.8	13.4	28.3	-2.0
13	O=C(Nc1ccc2[nH]ncc2c1)c1ccc(F)cc1
  -3.7	96.0	1.2	-13.9	2.0	-1.0	10.6	15.3	-4.5
14	COc1ccccc1N1CCN(C(=O)CCc2c[nH]c3ccccc23)CC1
  -6.3	92.0	-33.6	3.4	4.0	-1.9	6.3	7.5	3.9
15	NC(=O)c1ccc(NC(=O)CSc2nncn2-c2ccccc2)cc1
  -3.5	101.0	-5.9	-1.8	2.0	-1.6	-1.7	11.0	0.9
16	CCn1c(=O)cc(C(F)(F)F)[nH]c1=S
  -3.7	105.0	1.7	-1.7	2.0	-1.8	9.7	-7.9	12.0
17	O=C(Nc1ccc(F)cc1F)c1ccc(-n2cncn2)nc1
  -3.8	98.0	-0.4	-0.8	-3.0	-4.6	-9.2	32.2	0.7
18	COc1ccc(NC(=O)C2CCCN(S(=O)(=O)c3cccs3)C2)cc1OC (stereo not drawn)
  3.0	90.0	-15.5	0.1	-4.0	2.0	10.5	13.6	6.0
19	Cc1oc(-c2ccccc2Cl)nc1CSc1nc2c(c(=O)[nH]1)CCC2
  -1.0	81.0	-6.7	-5.5	-8.0	1.1	13.8	45.1	-6.2
20	Cc1ccc(N2C(=O)C(CN3CCOCC3)C2c2ccccc2)cc1 (stereo not drawn)
  -2.0	91.0	-17.2	3.0	-7.0	-2.2	1.9	-11.6	-2.4
21	O=c1[nH]nc(SCc2nnc(-c3ccc([N+](=O)[O-])cc3)o2)n1C1CCCCC1
  -1.8	123.0	-5.9	-11.7	18.0	-1.6	5.6	26.7	3.2
22	COCCNC(=O)CN(c1cccc(OC)c1)S(=O)(=O)c1ccc(C)cc1
  -1.1	93.0	-7.5	3.9	-4.0	-1.2	-0.2	-7.4	1.1
23	Cc1ccc(NC(=O)C(=O)Nc2ccc(C)cn2)nc1
  0.3	75.0	-1.5	-7.5	-24.0	0.1	7.5	-0.4	4.8
24	Cc1ccccc1C(=O)NC(=S)NCCC1=CCCCC1
  -2.5	107.0	-9.0	1.9	5.0	2.1	8.0	-15.2	5.6
25	CCN1CCN(C(=O)CCCn2c(C)c3cnn(-c4ccccc4)c(=O)c3c2C)CC1
  -2.4	107.0	2.7	0.1	5.0	-2.9	-0.4	11.5	-1.9
26	O=C1CCCCC(=O)c2ccccc2N1
  -2.6	97.0	1.0	-7.7	-2.0	-4.6	-3.1	-6.5	1.9
27	O=C1C(=O)N(CCS(=O)(=O)c2ccccc2)c2ccc(F)cc21
  -3.5	99.0	-0.2	-3.4	1.0	-2.5	5.8	7.9	3.9
28	Cc1ccc(N(CC(O)CN2CCCCC2)S(=O)(=O)c2ccccc2[N+](=O)[O-])cc1 (stereo not drawn)
  -4.1	93.0	25.0	0.2	-11.0	-2.4	6.3	-13.6	-7.8
29	O=C(CN(Cc1ccco1)S(=O)(=O)c1cccs1)Nc1ccccc1C(F)(F)F
  0.3	98.0	-15.0	-17.9	2.0	-0.5	25.2	0.5	-6.5
30	CCCCCC1CC(CC/C(C)=N/NC(N)=O)C(=O)O1 (stereo not drawn)
  -1.8	116.0	-1.3	-6.4	20.0	-3.5	14.7	0.3	-16.6

The list goes on; it opens with the four that closed the last part.
| No. | compound | IMP-1 inhibitor | MEKK2 WT-MEK5 | DNA FID counter | PfM18AAP inh | MEKK2mut PB1 HTS | VIM-2 inhibitor | UBC9 SUMO inh | NALP1 yeast inh | NS3 helicase inh |
| --- | --- | --- | --- | --- | --- | --- | --- | --- | --- | --- |
| 27 | O=C1C(=O)N(CCS(=O)(=O)c2ccccc2)c2ccc(F)cc21 | -3.5 | 99.0 | -0.2 | -3.4 | 1.0 | -2.5 | 5.8 | 7.9 | 3.9 |
| 28 | Cc1ccc(N(CC(O)CN2CCCCC2)S(=O)(=O)c2ccccc2[N+](=O)[O-])cc1 (stereo not drawn) | -4.1 | 93.0 | 25.0 | 0.2 | -11.0 | -2.4 | 6.3 | -13.6 | -7.8 |
| 29 | O=C(CN(Cc1ccco1)S(=O)(=O)c1cccs1)Nc1ccccc1C(F)(F)F | 0.3 | 98.0 | -15.0 | -17.9 | 2.0 | -0.5 | 25.2 | 0.5 | -6.5 |
| 30 | CCCCCC1CC(CC/C(C)=N/NC(N)=O)C(=O)O1 (stereo not drawn) | -1.8 | 116.0 | -1.3 | -6.4 | 20.0 | -3.5 | 14.7 | 0.3 | -16.6 |
| 31 | CC1=C(C(=O)OC(C)C)C(c2cccs2)C(C(=O)OC(C)C)=C(C)N1 | -4.0 | 103.0 | -16.8 | 4.2 | 0.0 | -5.4 | -21.9 | 21.6 | -1.9 |
| 32 | Cc1ccc(-c2nc(N)sc2CC(=O)OCC(=O)NCC2CCCO2)cc1 (stereo not drawn) | -3.3 | 96.0 | -16.5 | 5.9 | -2.0 | -3.8 | 7.6 | 24.6 | 6.0 |
| 33 | COC(=O)Cn1cnc2c(nnn2Cc2ccc(Cl)cc2)c1=O | -0.2 | 108.0 | -2.5 | -13.0 | 5.0 | -1.3 | -13.9 | 17.7 | -3.2 |
| 34 | CCn1c(=O)n(CC)c2cc(N3CCCC3)c(NC(=O)c3ccccc3C)cc21 | -0.2 | 104.0 | -37.6 | 18.8 | 3.0 | 0.8 | -8.5 | 3.3 | 1.1 |
| 35 | Cc1cc(C(=O)COC(=O)c2ccc[nH]c2=O)c(C)n1CCc1ccc(F)cc1 | -2.8 | 97.0 | -39.5 | 3.0 | -1.0 | -6.9 | 21.2 | -0.2 | 28.2 |
| 36 | COc1ccc(N2CCN(C(=O)COC(=O)CNC(=O)c3ccccc3)CC2)cc1 | -1.3 | 103.0 | -14.9 | -0.6 | 4.0 | -2.1 | 9.8 | 9.8 | -4.5 |
| 37 | O=C(Nc1nnc(S(=O)(=O)N2CCOCC2)s1)c1ccc(Cl)cc1 | -1.3 | 99.0 | -15.4 | 2.2 | 1.0 | -2.7 | 18.6 | 5.4 | 6.8 |
| 38 | CSCCCNC(=S)N1CCN(S(=O)(=O)c2cccc(C(F)(F)F)c2)CC1 | -2.9 | 107.0 | -16.8 | -11.7 | 2.0 | -1.5 | -4.2 | 21.1 | -3.5 |
| 39 | Cc1ccc(-n2c(SCC(=O)NCc3cccs3)nnc2-c2ccoc2C)cc1 | -2.7 | 101.0 | -32.8 | 2.4 | 4.0 | -0.7 | -1.5 | -2.3 | -2.0 |
| 40 | COc1ccc(N=Nc2ccc(N)nc2N)cc1 | -5.2 | 94.0 | 5.7 | -0.3 | 5.0 | -3.1 | 12.2 | 26.9 | -10.2 |
| 41 | CC(C)C[C@H](NC(=O)Nc1ccccc1F)C(=O)O | 0.3 | 104.0 | -4.7 | -0.6 | 6.0 | -0.3 | 3.7 | -3.9 | 3.1 |
| 42 | CC1CC(C)CN(C(=O)c2cc(-c3ccccn3)nc3ccccc23)C1 (stereo not drawn) | -3.0 | 106.0 | -35.8 | -6.2 | 1.0 | -0.3 | -9.9 | 5.0 | 1.2 |
| 43 | Cc1cc2nc(Cl)c(Cl)nc2cc1C | -1.2 | 94.0 | 1.1 | -15.5 | -1.0 | 0.0 | 21.2 | . | -17.1 |
| 44 | O=C1c2ccccc2C(=O)N1CC(=O)N1c2ccccc2Sc2ccccc21 | -2.2 | 98.0 | -5.9 | -8.9 | -1.0 | -1.9 | -13.1 | 5.6 | -1.9 |
| 45 | O=C(NCc1ccco1)C12CN(Cc3ccccc3)CC1C(c1cccc([N+](=O)[O-])c1)=NO2 (stereo not drawn) | -3.1 | 96.0 | -14.3 | -12.3 | -1.0 | -1.1 | 5.0 | -1.6 | -8.5 |
| 46 | COc1ccc(S(=O)(=O)c2ccc(O)cc2)cc1 | -4.5 | 103.0 | -0.6 | 9.6 | 3.0 | -0.8 | 16.9 | 4.2 | -8.4 |
| 47 | COc1ccc(-c2c(C#N)c(N)n(N)c(=O)c2C#N)cc1Cl | -4.0 | 98.0 | 1.7 | 14.4 | -4.0 | -4.5 | 24.7 | 4.8 | 4.9 |
| 48 | COc1cccc(-n2cnc3sc(C)c(C)c3c2=O)c1 | -1.2 | 105.0 | -5.8 | -3.0 | -1.0 | -2.0 | 10.6 | 15.7 | -1.4 |
| 49 | O=C(CSc1nnc(-c2ccccc2)o1)NCC1CCCCC1 | -1.3 | 99.0 | -5.2 | -3.4 | 2.0 | -3.2 | 4.2 | 21.3 | 5.2 |
| 50 | CCOC(=O)C1=C(C)Nc2nc(SCc3cccnc3)nn2C1c1ccc(OC)cc1 (stereo not drawn) | 1.4 | 104.0 | -10.2 | -1.0 | 1.0 | -3.6 | -2.2 | -4.8 | -7.5 |
| 51 | Cc1ccc(N2CC(=O)Nc3c(oc4nc(-c5ccccc5)cc(C)c34)C2=O)cc1 | -4.0 | 101.0 | -10.8 | -2.1 | 8.0 | -4.1 | 18.2 | . | -7.0 |
| 52 | COc1ccccc1NC(=O)C1CCCCN1S(=O)(=O)c1ccc(F)cc1 (stereo not drawn) | -3.6 | 96.0 | -22.6 | -6.0 | -1.0 | -2.0 | 9.8 | 11.7 | -2.2 |
| 53 | Cn1c(=O)c2c(SCC(=O)Nc3cccc(F)c3)nc(-c3ccco3)nc2n(C)c1=O | -1.6 | 105.0 | -0.8 | 1.7 | 6.0 | -1.8 | 14.9 | 5.5 | 4.4 |
